CXCR6 inh – blocks human CXCR6 beta-arrestin recruitment | AID 602244 | inhibition, % at 20 µM | actives 0.36% (n = 360,000) | CHO-K1 PathHunter CXCR6 beta-arrestin, luminescence; in the data active means inhibition above about 34%, passing the limit was not always enough;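 further: antagonist mode with CXCL16 agonist at 10 nM final; 0% = 10 nM CXCL16 with DMSO and 100% = unstimulated wells without agonist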
Target sequence (O00574 whole entry, looked up): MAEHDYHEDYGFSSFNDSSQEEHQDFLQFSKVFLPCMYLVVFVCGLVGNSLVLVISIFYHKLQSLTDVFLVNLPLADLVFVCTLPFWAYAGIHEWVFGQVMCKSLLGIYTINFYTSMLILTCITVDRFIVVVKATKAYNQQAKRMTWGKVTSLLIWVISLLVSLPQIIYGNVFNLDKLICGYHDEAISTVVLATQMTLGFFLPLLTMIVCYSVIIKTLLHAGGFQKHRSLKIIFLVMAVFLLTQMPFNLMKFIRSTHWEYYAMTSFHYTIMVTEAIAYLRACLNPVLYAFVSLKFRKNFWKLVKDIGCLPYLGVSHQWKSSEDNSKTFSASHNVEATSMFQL
TIM10 inh – TIM10 yeast growth inhibition; S. cerevisiae TIM10 strain growth, BacTiter-Glo luminescence, 24 h; inhibition, % at 10 µM; actives 1.4% (n = 330,000);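 active means inhibition of 40% or more at the single tested concentration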;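 further: wild-type TIM10 isogenic control strain grown at permissive 25 °C; 0% = DMSO yeast wells and 100% = minimal medium wells without yeast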
Mdm2-MdmX inh – disrupts the human Mdm2-MdmX interaction | SaOS-2 split-luciferase Mdm2/MdmX complementation, luminescence | inhibition, % at 8 µM | actives 3% (n = 330,000) | O15151+Q00987;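 active means inhibition of at least 50% at 8 µM in the primary screen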
UPR XBP1 act – activators of adaptive arm of unfolded protein response (XBP1). CHO-XBP1 luciferase reporter, IRE1-XBP1 UPR activation, luminescence; percent of tunicamycin response, DMSO as zero. activation, % at 20 µM. actives 0.33% (n = 330,000);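 active means versus positive control, 20 µM dose yields 30% or more activation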;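 further: 100% = tunicamycin at 10 µg/mL and 0% = DMSO only wells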
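Signal: luciferase luminescence; Assay system: CHO-XBP1 luciferase reporter cells; Amount: one thousand reporter cells per well; Dosing: 20 µM single concentration, DMSO 1%; Benchmarks: high control tunicamycin 10 µg/mL final, low control DMSO vehicle only; Schedule: 6 h compound exposure at 37 °C, 5% CO2; Evaluation: percent activation relative to tunicamycin reference.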
APJ antag – blocks the human apelin receptor APJ; P35414; CHO-K1 APJ beta-arrestin complementation, luminescence; inhibition, % at 20 µM; actives 0.32% (n = 330,000); AID 2521;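 active means inhibition above about 40% at 20 µM, limit read from the data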;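 further: cells challenged with 10 nM apelin-13 agonist together with compound; plate controls were apelin-13 plus DMSO wells for no effect and DMSO wells lacking apelin-13 for full effect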
Target sequence (P35414 whole entry, looked up): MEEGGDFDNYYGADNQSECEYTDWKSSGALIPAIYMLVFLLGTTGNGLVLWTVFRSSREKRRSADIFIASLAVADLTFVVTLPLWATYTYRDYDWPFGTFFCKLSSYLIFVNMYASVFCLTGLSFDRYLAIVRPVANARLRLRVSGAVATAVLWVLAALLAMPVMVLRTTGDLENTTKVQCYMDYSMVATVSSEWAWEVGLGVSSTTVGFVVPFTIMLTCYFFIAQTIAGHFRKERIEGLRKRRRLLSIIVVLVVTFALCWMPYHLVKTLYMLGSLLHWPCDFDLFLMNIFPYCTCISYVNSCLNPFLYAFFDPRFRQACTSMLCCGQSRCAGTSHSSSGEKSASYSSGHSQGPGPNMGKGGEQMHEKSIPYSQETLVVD
tim10-1 inh – growth inhibitors of tim10-1 mutant yeast. AID 463190. S. cerevisiae tim10-1 ts strain growth, BacTiter-Glo, 24 h. inhibition, % at 20 µM. actives 2.2% (n = 330,000);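 active means inhibition of at least 40%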;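 further: mutant grown at 25 °C; 0% = DMSO wells with yeast and 100% = wells holding no yeast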
APJ ag – activates the human apelin receptor APJ | P35414 | CHO-K1 APJ PathHunter beta-arrestin, luminescence; 0% DMSO wells, 100% apelin | activation, % at 20 µM | actives 0.11% (n = 330,000);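 active means activation more than six SD over the plate average, tested at 20 µM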;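 further: 0% = DMSO alone and 100% = apelin-13 at 10 nM; some results filed as inactive read as strong as hits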
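Assay system: CHO-K1 cells stably expressing ProLink-tagged human APJ and arrestin–beta-gal acceptor. Compound dosing: 20 µM single point, 1% DMSO. Times: 16-18 h seeding, 90 min dark compound exposure, 60 min detection. Detection: beta-gal luminescence. Evaluation: APJ–arrestin association signal. Controls: negative DMSO alone, positive Apelin-13 at 10 nM.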
CHOP UPR activ – activators of apoptotic arm of unfolded protein response (CHOP); actives 0.34% (n = 330,000); AID 449763; activation, % at 10 µM; CHO-CHOP luciferase reporter, UPR activation, luminescence; percent of tunicamycin response over DMSO baseline;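 active means at 10 µM dose, activation of 40% or more, normalized to positive control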;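 further: 100% = tunicamycin at 10 µg/mL and 0% = DMSO alone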
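System: CHO-CHOP luciferase reporter cell line; amount: 500 cells/well; buffer or medium: F12 medium containing 10% fetal bovine serum; incubation: 6 h compound exposure at 37 °C after overnight seeding; measured by: luciferase luminescence after 10 min with Steady-Glo reagent; evaluation: % reporter activation, DMSO baseline versus tunicamycin full activation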
tim23-1 inh – tim23-1 yeast growth inhibition. actives 1.3% (n = 330,000). inhibition, % at 20 µM. S. cerevisiae tim23-1 growth, BacTiter-Glo luminescence, 24 h;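 active means growth inhibition of the mutant yeast at or above 50%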;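 further: temperature-sensitive mutant grown at 25 °C; plate controls were DMSO-treated mutant yeast for no effect and medium wells lacking yeast for full effect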
The depositor's hits bear a star; · = no result given. These rows are one share of the data, so the mix of outcomes need not match the whole.

SMILES	CXCR6 inh	TIM10 inh	Mdm2-MdmX inh	UPR XBP1 act	APJ antag	tim10-1 inh	APJ ag	CHOP UPR activ	tim23-1 inh
Cc1[nH]n(-c2ccc([N+](=O)[O-])cc2)c(=O)c1C=NCCN1CCN(C(=O)C(C)C)CC1	9	30	-20	-4	7	31	-4	0.2	28
Cc1ccc(NC(=O)Cc2nnc(SCC(=O)Nc3ccccc3)n2C)cc1	-6	-17	23	-1	-18	3	-5	-0.7	-5
O=C(Nc1ccccc1)c1ccccc1Oc1ccc(C(F)(F)F)cc1[N+](=O)[O-]	9	31	-15	1	0	31	0	-0.9	36
CC(C)CCNC(=O)COC(=O)/C=C/c1ccc2ccccc2n1	-6	45*	-21	0	-13	49*	0	0.7	48
Cc1ccc(C2CC(C(F)F)n3ncc(C(=O)Nc4c(C)nn(Cc5c(F)cccc5Cl)c4C)c3N2)cc1 (stereo not given)	-8	24	70*	-1	2	22	-1	1.5	2
CC(C)CC(=O)c1c[nH]c(C(=O)O)c1	3	7	-13	-4	-31	7	2	0.1	11
O=C(O)Cc1sc(NCCc2ccccc2)nc1-c1ccc(F)cc1	7	24	8	2	-10	34	-2	1.3	27
CCC(C)c1ccc(C(CC)NC(=O)C2CCCO2)cc1 (stereo not given)	2	6	12	-4	-1	12	0	-0.9	15
Cc1nc(Nc2ccccc2C(F)(F)F)sc1C(=O)N(C)C	5	17	1	4	-26	33	-5	5.3	26
COc1ccc(OC)c(NC(=O)COC(=O)C2CCCCC2)c1	-4	14	29	-2	-2	8	-3	-0.5	25

4 compounds picked at random from those above, as already listed:
SMILES	CXCR6 inh	TIM10 inh	Mdm2-MdmX inh	UPR XBP1 act	APJ antag	tim10-1 inh	APJ ag	CHOP UPR activ	tim23-1 inh
COc1ccc(OC)c(NC(=O)COC(=O)C2CCCCC2)c1	-4	14	29	-2	-2	8	-3	-0.5	25
O=C(Nc1ccccc1)c1ccccc1Oc1ccc(C(F)(F)F)cc1[N+](=O)[O-]	9	31	-15	1	0	31	0	-0.9	36
Cc1[nH]n(-c2ccc([N+](=O)[O-])cc2)c(=O)c1C=NCCN1CCN(C(=O)C(C)C)CC1	9	30	-20	-4	7	31	-4	0.2	28
Cc1ccc(C2CC(C(F)F)n3ncc(C(=O)Nc4c(C)nn(Cc5c(F)cccc5Cl)c4C)c3N2)cc1 (stereo not given)	-8	24	70*	-1	2	22	-1	1.5	2

(next part)
SMILES	CXCR6 inh	TIM10 inh	Mdm2-MdmX inh	UPR XBP1 act	APJ antag	tim10-1 inh	APJ ag	CHOP UPR activ	tim23-1 inh
CC(C)(C)n1ncc2c(=O)n(CC(=O)OCc3ccccc3)cnc21	2	9	43	-12	24	-27	-4	-9.4	0
CC(C)c1nc(SCC(=O)Nc2nc3c(s2)CCCC3)c2ccccc2n1	-1	17	85*	0	3	-36	-2	-0.7	38
Cc1oc(-c2ccc3c(c2)OCCO3)cc1C(=O)NC(CCC(=O)O)C(=O)O (stereo not given)	0	11	-5	-2	14	8	-5	2.5	17
COc1ccc(CN(C)C[C@H]2Oc3c(NC(=O)Nc4ccccc4)cccc3C(=O)N([C@H](C)CO)C[C@@H]2C)cc1	9	-2	-11	2	10	8	0	0.9	30
CN(CC(=O)Nc1ccc(Cl)cc1)C(=O)C1CCCC1	2	-4	2	2	-2	20	-2	0.0	-6
O=C(CC1C(=O)N(c2ccccc2)C(=S)N1c1ccccc1)c1ccc(Br)cc1 (stereo not given)	-2	35	-4	-1	-13	33	5	0.9	24
C[N+]1(CC(=O)Nc2ccc(F)cc2)CCN(C(=O)c2ccco2)CC1	-5	-5	19	-2	12	3	-7	-0.6	-10
CC(Cc1ccccc1)C(=O)Nc1ccccc1 (stereo not given)	3	6	-21	0	2	4	-3	-1.6	9
COc1ccc2sc(-c3ccc(N(C)C)cc3)c(C#CCCO)c2c1	-33	16	47	10	-33	25	5	1.8	29
NNC(=O)c1ccc(N2CCCCCC2)c([N+](=O)[O-])c1	-15	13	-14	0	-11	33	4	1.5	34
NC(=O)COC(=O)[C@H](Cc1c[nH]c2ccccc12)NC(=O)c1ccc(F)cc1	-2	4	15	1	11	-10	1	1.7	2
COc1cccc(NC(=O)NC2(C(F)(F)F)Oc3ccccc3O2)c1	2	19	8	5	-15	29	5	-1.4	13
O=C(CCNS(=O)(=O)c1ccc2nsnc2c1)N1CCN(c2ccncc2)CC1	-12	-22	27	3	7	-58	-2	2.1	-91
Cc1ccccc1N=C1Nc2ccccc2CS1	1	5	-86	6	-26	17	-4	3.8	15
CCn1c(CSc2nc(C)cs2)nc2cc(S(=O)(=O)N(C)C)ccc21	4	-2	-11	0	5	18	-5	0.6	7
Cn1c(=O)n(Cc2ccccc2F)c2ccccc21	0	-1	9	1	7	9	-6	-0.1	-4
Cc1cc(NC(=O)CSc2nc3ccsc3c(=O)n2NC(=O)c2ccccc2)no1	2	13	2	2	2	10	-4	2.6	20
O=C(Nc1nccs1)c1nc(-c2ccccc2)n(-c2ccccc2)n1	4	8	-9	-2	15	1	-6	1.9	11
CC(=O)N1c2c(cc(Br)cc2S(=O)(=O)N2CCN(C(=O)c3ccco3)CC2)CC1C (stereo not given)	4	8	-12	-2	7	17	2	0.2	20
O=S(=O)(NCc1ccccc1)c1cnc[nH]1	10	4	5	-5	1	5	0	-0.4	-4
C=CCn1c(SCc2c(Cl)cccc2Cl)nnc1-c1cccnc1	14	41*	-16	1	16	39	-2	-2.1	27
Clc1ccc(Sc2oc(/C=N/n3cnnc3)cc2Br)cc1	-5	10	2	-2	-24	30	1	-0.7	12
O=C(N/N=C/c1cc(Br)ccc1O)c1ccncc1	-13	7	20	-1	-14	3	7	0.3	43
Cc1ccc(C(=O)NNCC(=O)Nc2ccc(Cl)cc2F)cc1	-3	-2	0	1	1	-14	-2	1.3	5
O=C(CCCN1C(=O)/C(=C\c2ccccc2)SC1=S)Nc1ccccc1O	7	13	80*	0	-8	11	-3	-0.4	19
COC(=O)c1ccc(N=NN2CCCCCC2)cc1	-7	-6	-161	3	-9	27	-4	12	23
CCN(CC)S(=O)(=O)c1cccc(-c2nnc(SCC(=O)NC3CCCCCCC3)n2N)c1	3	0	-15	-2	-11	9	-2	-1.3	14
CC(C)(C)OC(=O)N/N=C\c1ccc(OC(=O)c2cccs2)cc1	2	19	-38	3	0	14	-2	6.3	15
Cc1ccc(O)c(C(=O)c2cnc(/N=C(\N)N(C)C)nc2)c1	0	10	-4	1	-23	-4	0	0.3	0
COc1cc2cc(Oc3ccc4ccc(=O)oc4c3)c(=O)oc2cc1OC(=O)C=C(C)C	·	-9	19	1	12	0	4	-1.5	8
Cc1nc2ccc([N+](=O)[O-])cc2c(=O)n1Cc1ccc(F)cc1	-3	-6	20	-3	13	-4	2	0.5	-2
Cc1cc(F)ccc1S(=O)(=O)N1CCCOC1CNC(=O)C(=O)NCCc1c[nH]c2ccccc12 (stereo not given)	-5	-8	0	-1	-11	17	4	-1.5	22
COc1ccc(CN(Cc2cc3cc4c(cc3[nH]c2=O)OCO4)C(=O)NC2CCCCC2)cc1	13	-4	19	4	7	10	0	-2.4	2
COc1ccc(C(=O)NCc2nnc(SCC(=O)NCc3ccco3)o2)cc1OC	-10	11	25	-2	5	18	-3	-1.0	8
CC(C)[C@H](NC(=O)c1ccco1)C(=O)N(C)Cc1c(F)cccc1Cl	0	3	13	0	15	16	-1	1.1	22
CC(=O)c1cccc(NC(=O)C2CCCN(S(=O)(=O)c3ccc(F)cc3)C2)c1 (stereo not given)	-5	4	-2	-6	-6	25	-2	2.5	14
CCC(=O)N1c2ccccc2-c2nnc(SC)nc2OC1c1ccc(N(C)C)cc1 (stereo not given)	-2	6	15	1	6	3	1	-1.9	11
COc1cccc(CNC(=O)c2ccccc2-c2ccccc2C(=O)O)c1	5	4	-12	0	13	9	0	2.0	17
COc1ccc(NC(=O)Nc2nc3ccccc3s2)cc1	-10	-1	-78	3	3	-32	-2	2.5	23
CCc1cc(C(=O)Nc2ccc(OC)nc2)sc1C	2	-7	-25	0	-1	18	12	2.5	36
NC(=O)c1nc(C(=O)N2CCN(c3ccccc3)CC2)c2ccccc2n1	5	2	9	-3	3	-12	-5	0.2	-21
CCC1(c2ccc(F)cc2)NC(=O)N(CC(=O)NCc2ccc(C)cc2)C1=O (stereo not given)	8	-9	20	-1	12	12	-3	-0.5	-4
COc1ccc(CN(CC2CCCO2)C(=O)c2cc3ccccc3oc2=O)cc1 (stereo not given)	-4	-7	-3	-4	7	-1	-2	1.5	26
COC(=O)c1c(C)oc2ccc(NS(=O)(=O)c3cc(OC)ccc3OC)cc12	-9	14	37	-6	5	2	0	-3.7	14
C#CCOCCOCCOCCNc1nc(N2CCN(C(=O)[C@H]([C@@H](C)CC)n3cc([C@@H](N)CO)nn3)CC2)nc(N2CCN(C(=O)[C@H](Cc3cc4ccccc4[nH]3)n3cc([C@@H](N)C(C)CC)nn3)CC2)n1 (stereo not given in full)	·	5	15	-1	-18	27	-6	-0.5	21
CCOc1cc2c(C#N)c(N3CCOCC3)nc(N)c2c(N)n1	1	5	19	11	-9	-1	-2	-0.5	6
CN1CCc2c(sc3nc(SCC(=O)NCc4ccco4)n(-c4ccccc4)c(=O)c23)C1	-5	6	16	0	7	-1	1	2.2	2
O=C(NCCCn1ccnc1)c1ccc(C(F)(F)F)cc1	-20	-7	-8	-3	-13	8	-3	1.1	4
Cc1n[nH]c(=O)c2c(NC(=O)CSc3cc(Cl)ccc3Cl)oc(C)c12	4	2	5	-3	-16	3	-7	0.2	34
COc1cc(/C=C/C(=O)O)cc(S(=O)(=O)Nc2cccc(SC)c2)c1OC	-4	5	-1	2	2	3	-1	3.5	1

Following part
SMILES	CXCR6 inh	TIM10 inh	Mdm2-MdmX inh	UPR XBP1 act	APJ antag	tim10-1 inh	APJ ag	CHOP UPR activ	tim23-1 inh
Fc1ccc(NC(=S)Nc2cccnc2)c(Cl)c1	4	0	-15	-2	18	7	-3	0.4	6
COc1ccc(Br)c(C(=O)N2CCN(S(=O)(=O)c3cccs3)CC2)c1	1	3	4	-1	2	-1	-2	-0.3	18
Cc1cc2ccccc2nc1SCC(=O)N1c2ccccc2CC1C (stereo not given)	5	-2	28	-7	10	1	-5	-0.1	-5
CC(OC(=O)c1ccc2ncsc2c1)C(=O)Nc1ncc(Cl)cc1Cl (stereo not given)	5	11	-17	-3	9	13	-1	1.8	14
CC(C)CNC(=O)C1CCN(c2ccc(S(=O)(=O)N3CCOCC3)cc2Cl)CC1	-3	5	14	-3	-11	14	0	-0.9	25
CN(C)c1nc(NCc2ccccc2)nc(SCC(=O)Nc2ccccc2)n1	4	11	7	-3	-3	13	2	-2.1	21
